Assay outcomes from PubChem BioAssay.
HCMV antiviral: blocks human cytomegalovirus replication. HFF cells, HCMV-luciferase reporter, 72 h; hits give low values. activity change, negative = inhibition, % at 57.5 µM. 4.5% of 410,000 active. AID 1259415; in the data active = activity change below about -60%; inconclusive = no clear call, values can overlap the other calls; inactive = above about -39%
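Two-dose cell screen: HFF monolayers treated with compounds and infected with luciferase-expressing HCMV at 1 PFU/cell, 72 h at 37C, then lysed for luciferase measurement.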
AmpC detergent: AmpC beta-lactamase inhibition with detergent present | P00811 | AmpC hydrolysis of nitrocefin, absorbance 480 nm, 0.01% Triton | Potency, µM (top dose mostly 114 µM), for inactives: at the highest dose activity change, negative = inhibition, most hits filed as inhibitors | 0.041% of 370,000 active | AID 485294;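 also: potency is read from the fitted curve at half-maximal effect; 0% = no-compound wells and -100% = no-enzyme wells; nearly all actives have a fitted effect of over 25% in size; some results filed as inactive show a strong effect at the top dose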
Target sequence (P00811 whole entry, looked up): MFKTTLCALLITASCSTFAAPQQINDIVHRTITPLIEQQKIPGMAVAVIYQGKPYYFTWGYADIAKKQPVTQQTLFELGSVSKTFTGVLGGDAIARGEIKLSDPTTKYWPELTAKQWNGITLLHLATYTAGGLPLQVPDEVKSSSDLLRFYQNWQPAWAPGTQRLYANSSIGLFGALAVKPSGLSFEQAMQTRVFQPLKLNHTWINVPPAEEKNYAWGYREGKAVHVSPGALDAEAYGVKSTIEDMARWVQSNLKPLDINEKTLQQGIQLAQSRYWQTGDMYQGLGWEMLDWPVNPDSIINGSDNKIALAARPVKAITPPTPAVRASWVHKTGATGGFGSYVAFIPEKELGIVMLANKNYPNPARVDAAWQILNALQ
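AmpC (5.3 nM in the dispensed reagent) in 20 mM phosphate pH 7.0 with 0.01% (detergent screen) or 0.0001% Triton X-100 was preincubated with compounds for 15 min at room temperature. Nitrocefin was then added from an 800 uM solution, and hydrolysis was followed at 480 nm.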
Sm TGR block: S. mansoni TGR enzyme inhibition; purified TGR, DTNB reduction, TNB absorbance 405 nm; Potency, µM (highest dose often 114 µM), without a hit: top-dose activity change, negative = inhibition, most hits filed as inhibitors; 3% of 360,000 active; also: potency is read from the fitted curve at half-maximal effect; nearly all actives have a fitted effect of over 60% in size
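Kinetic colorimetric format: TGR-catalysed, NADPH-driven DTNB reduction monitored via TNB absorbance. Enzyme dispensed at 20 nM; compound exposure 15 min at room temperature before reaction start.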
AMA1-RON2 inh: inhibitors of Plasmodium falciparum AMA1-RON2 interaction; Potency, µM (highest dose often 58.2 µM), for the others: at the highest dose activity change, negative = inhibition, hits mostly inhibitors; AlphaScreen AMA1-biotinylated RON2 peptide binding; 0.2% of 360,000 active; AID 720542;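 also: potency is read from the fitted curve at half-maximal effect; 0% = vehicle wells and -100% = peptide control; nearly all actives have a fitted effect of over 45% in size; some results filed as inactive show a strong effect at the top dose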
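AMA1 (3D7) with his tag at 25 nM final met compounds first, then biotinylated RON2 peptide at 25 nM; detection used donor plus acceptor beads, 10 µg/mL apiece, read by AlphaScreen after 30 min at room temperature.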
HCV inh: blocks hepatitis C virus; Huh7.5.1 HCVcc-Cre infection, luciferase reporter, 44 h; Potency, µM (highest dose often 41.8 µM), without a hit: at the highest dose activity change, negative = inhibition, usual class: inhibitors; 3.4% of 340,000 active; also: potency is read from the fitted curve at half-maximal effect
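Seed cells (1,000/well) for 4 h; treat with compound and infect with HCVcc-Cre, moi about 0.5. Incubate 44 h, then detect luciferase activity.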
Giardia FBPA inh: blocks Giardia fructose-bisphosphate aldolase activity | 0.71% of 290,000 active | A8B2U2 | Potency, µM (titrated, usually from 59.6 µM), for the others: at the top dose activity, negative = inhibition, actives largely listed as inhibitors | purified Giardia FBPA | AID 2451; also: potency is read from the fitted curve at half-maximal effect; nearly all actives have a fitted effect of over 55% in size
Target sequence (A8B2U2 whole entry, looked up): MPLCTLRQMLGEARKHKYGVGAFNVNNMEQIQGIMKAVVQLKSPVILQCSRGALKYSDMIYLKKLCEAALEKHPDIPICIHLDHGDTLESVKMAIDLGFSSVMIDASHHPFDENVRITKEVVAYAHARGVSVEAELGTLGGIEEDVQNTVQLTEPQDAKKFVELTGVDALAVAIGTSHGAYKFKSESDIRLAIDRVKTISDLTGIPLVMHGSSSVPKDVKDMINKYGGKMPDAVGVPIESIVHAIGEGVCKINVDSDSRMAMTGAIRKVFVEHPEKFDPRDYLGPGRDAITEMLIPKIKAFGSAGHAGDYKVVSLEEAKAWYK
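Giardia FBPA (40 nM reagent) was preincubated 10 min at RT with compound (up to 57.5 uM final), then substrate plus GAPDH/TPI/NAD/arsenate coupling system with diaphorase/resazurin was added; resorufin fluorescence (525/598 nm) was read after 20 min.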
* = called active by the depositor; u = inconclusive; x = not tested or not shown; & = joins results of further samples; [ ] = remark or other dose. Unless noted, calls follow the shape of the dose curve; as a rule, active = well fitted curve in the direction sought with a large enough effect; inconclusive = small, poorly fitted or top-dose-only effect, or another doubt; inactive = no such curve, though single readings can be large; an effect the other way counts as inactive or inconclusive. Unless noted, % is scaled to controls: 0 for no effect and ±100 for the full control effect.

compound | HCMV antiviral | AmpC detergent | Sm TGR block | AMA1-RON2 inh | HCV inh | Giardia FBPA inh
CCOc1ccccc1NC(=O)CN1C(=O)C2(SCC(=O)N2c2ccc(C)cc2)c2ccccc21 (configuration not stated) | -5 | 4% | -2% | x | x | x
COC(=O)[C@]1(Cc2ccccc2)N[C@H](CN(C)S(=O)(=O)c2ccc(OC)cc2)[C@@H]2C(=O)N(C)C(=O)[C@@H]21 | -2 | x | x | 10% | 0% | x
C=CC12C=CC=CN1C(C(=O)OC)=C(C(=O)OC)C(C(=O)OC)=C2C(=O)OC (configuration not stated) | -3 | -12% | -18% | 7% | 1% | -12%
COc1ccc(NC(=O)c2cc(-c3ccccc3O)n[nH]2)cc1Cl | -2 | 1% | 0% | 77%[activator] | -25% | -3%
CC(C(=O)Nc1ccc2c(c1)OCCO2)n1nnc(-c2ccccc2)n1 (configuration not stated) | -14 | -7% | x | 1% | 7% | -1%
COc1cccc(NC(=O)Cn2cc(S(=O)(=O)Cc3ccccc3F)c3ccccc32)c1 | 0 | -1% | -1% | x | x | x
CCOC(=O)c1c(NC(=O)CSc2nncs2)sc(C)c1C | -2 | -3% | -34% | 2% | -3% | -1%
Cc1ccc(NC(=O)NCCc2c(C)nn(C)c2C)c(Cl)c1 | -18 | -3% | 3% | x | x | x
Cc1ccc(OCC(=O)N2CCN(CC3CC4C=CC3C4)CC2)cc1 (configuration not stated) | 3 | -3% | -23% | -21% | -1% | -19%
O=C(c1ccc(S(=O)(=O)N2CCCCCC2)cc1)N1CCCC(C(F)(F)F)C1 (configuration not stated) | -21 | u | 6% | 10% | 15% | x
CCOc1ccc(C2/C(=C(\O)c3c(C)[nH]c(C(=O)OC)c3C)C(=O)C(=O)N2CCN(C)C)cc1 (configuration not stated) | 31 | -10% | 1% | -10% | 0% | 3%
CCc1ccc2nc(N(CCCN(C)C)C(=O)c3ccc(S(=O)(=O)N4CCc5ccccc5C4)cc3)sc2c1 | -62* | -4% | 0% | -13% | u | x
CCn1cc(C(=O)N(CCCN2CCOCC2)Cc2ccco2)c(=O)c2ccc(C)nc21 | 0 | 2% | -21% | 7% | -7% | -5%
CCc1cccc(CC)c1NC(=S)NC(C)c1ccccc1 (configuration not stated) | -72* | -13% | -17% | 56%[activator] | u | -1%
COc1ccc(NC(=O)CSC2=Nc3ccccc3C3=NC(CCC(=O)NCCc4ccccc4)C(=O)N23)c(OC)c1 (configuration not stated) | -37 | 3% | 13% | x | x | x
O=C(Nc1ccc2[nH]ncc2c1)c1ccccc1 | 56 | -15% | 6% | -2% | -4% | -5%
CCCCN(C(=O)C1CC1)C1CCS(=O)(=O)C1 (configuration not stated) | -13 | -2% | 1% | 13% | -13%[8.37 µM] | x
CCOC(=O)c1c(NC(=S)Nc2ccccc2)sc2c1CCN(C)C2 | 2 | 1% | -36% | 6% | -23% | -23%
O=C(NNC(=O)C1CCN(Cc2cccc(F)c2)CC1)c1cccc(Cl)c1 | -4 | 3% | -10% | -7% | -19% | 6%
CCc1noc(-c2ccc(NCc3ccccc3)c([N+](=O)[O-])c2)n1 | 45 | -6% | -5% | x | x | x
Cc1ncc([N+](=O)[O-])n1CC(O)CCl (configuration not stated) | -31 | u | 6% | 4% | 4% | 0%
CCCCCN=CC1=C(O)CC(c2ccccc2)CC1=O (configuration not stated) | -32 | 1% | -1% | 15% | 9% | 1%
O=S(=O)(Cc1ccccc1Cl)N1CCCC1 | u | 3% | 4% | 0% | 2% | -2%
COc1ccccc1-c1cc(C(=O)Nc2c(C)nn(Cc3ccc(Cl)cc3)c2C)no1 | -74* | 21% | 8% | x | x | x
COc1cc(/C=N\n2cnnc2)ccc1OCC(=O)Nc1ccc(C)cc1 | -7 | u | u | -1% | 0% | 1%
O=C(O)[C@H]1CCCC[C@H]1C(=O)Nc1ccc(S(=O)(=O)N2CCCCC2)cc1 | u | -8% | -3% | -6% | -2% | 4%
O=C(C1CC1)N1CCc2sccc2C1c1ccc(Cl)cc1 (configuration not stated) | -24 | 2% | 0% | -3% | -17% | 1%
COc1ccc(C2(c3ccc(OC)cc3)NC(=O)N(CC(=O)N(C)C3CCC(C)CC3)C2=O)cc1 (configuration not stated) | -16 | 7% | 5% | -6%[11.6 µM] | u | x
O=C(Nc1nnc(CCc2ccccc2)s1)c1ccccc1F | 58 | -12% | -20% | 15% | 20% | -2%
O=C(Nc1ccccn1)c1cc2ccccc2cc1O | x | -3% | 5% | 11% | 17% | -8%
O=C(CCC(=O)OC(C(=O)c1ccccc1)c1ccccc1)Nc1ccccc1 (configuration not stated) | 10 | -3% | 0% | 0% | 24% | 6%
COc1ccc(-n2nc3c(N4CCCC(C(=O)NCCc5ccccc5C)C4)nnc(C)c3c2C)cc1 (configuration not stated) | -87* | 21% | -2% | x | x | x
Cc1c(Cl)cccc1NC(=S)NNc1ncc(C(F)(F)F)cc1Cl | -102* | -12% | 2% | 89%[activator] | u | 12%
O=C(c1cc(-c2ccc(O)cc2)on1)N1CCN(c2ccccc2)CC1 | -30&-22 | -8%&3% | 1%&6% | -15% | -23% | -2%
O=C(c1ccnc(Cl)c1)N1CCCC(N2CCN(c3ccccc3F)CC2)C1 (configuration not stated) | u | -12% | -16% | 6% | u | 11%
Cc1ccc(S(=O)(=O)c2cc3ccccc3oc2=Nc2ccc3c(c2)OCO3)cc1 | 7 | 5% | 2% | 21% | 23% | -2%
CCOc1ccc(NS(=O)(=O)c2ccc(C(=O)NCC(c3ccco3)N(C)C)cc2)cc1 (configuration not stated) | -19 | u | -6% | 9% | u | x
COCCNC(=O)c1ccc(NS(=O)(=O)c2ccc3[nH]c(=O)[nH]c3c2)cc1 | 12 | 5% | 5% | -4% | 0% | x
CCN(CC(=O)Nc1ccccc1OC)C(=O)c1ccccc1Sc1ccccc1C#N | -6 | 7% | -14% | 78%[activator] | 19% | x
CCC(=O)N1CCc2cc(S(=O)(=O)NCCC(=O)Nc3ccc(N(CC)CC)cc3C)ccc21 | -15 | 1% | -3% | x | x | x
O=C1NN(c2ccccc2)C(=O)/C1=C/c1coc2ccccc2c1=O | 13 | -14% | -17% | -1% | u | -1%
O=C(NCC(c1ccco1)N1CCc2ccccc2C1)c1ccc(Cl)c([N+](=O)[O-])c1 (configuration not stated) | -10 | -20% | -34% | -10% | u | x
Cn1ccnc1C(O)c1ccc(OCc2ccccc2)cc1 (configuration not stated) | 35 | 4% | -2% | 13% | 0% | -2%
CCCOC(=O)CCCC[C@H]1SC[C@@H](NC(=O)OC)[C@H]1NC(=O)OC | 12 | 1% | 0% | -1% | 4% | 4%
CCOC(=O)c1cnc(SC)nc1Sc1ccc(Cl)cc1Cl | 1 | u | 1% | -2% | 2% | -6%
Cc1ccc(-n2nc3c(N4CCC(C(=O)NCc5ccc(C)o5)CC4)nnc(C)c3c2C)cc1 | -67* | 2% | -20% | 6% | u | 8%
Cc1ccc(NC(=O)[C@H](C)NC(=O)C2CCN(C(=O)[C@@H](NC(=O)OC(C)(C)C)C(C)C)CC2)cc1 | -27 | 1% | 0% | 8% | 21% | 8%
Cc1ccc(NC(=O)OCc2cncs2)cc1 | -2 | -1% | 9% | -11% | 5% | 1%

6 entries from above, reformatted:
Each structure is followed by: HCMV antiviral, AmpC detergent, Sm TGR block, AMA1-RON2 inh, HCV inh, Giardia FBPA inh
CCOc1ccc(C2/C(=C(\O)c3c(C)[nH]c(C(=O)OC)c3C)C(=O)C(=O)N2CCN(C)C)cc1 (configuration not stated)
  31, -10%, 1%, -10%, 0%, 3%
CCc1ccc2nc(N(CCCN(C)C)C(=O)c3ccc(S(=O)(=O)N4CCc5ccccc5C4)cc3)sc2c1
  -62*, -4%, 0%, -13%, u, x
CCn1cc(C(=O)N(CCCN2CCOCC2)Cc2ccco2)c(=O)c2ccc(C)nc21
  0, 2%, -21%, 7%, -7%, -5%
CCc1cccc(CC)c1NC(=S)NC(C)c1ccccc1 (configuration not stated)
  -72*, -13%, -17%, 56%[activator], u, -1%
COc1ccc(NC(=O)CSC2=Nc3ccccc3C3=NC(CCC(=O)NCCc4ccccc4)C(=O)N23)c(OC)c1 (configuration not stated)
  -37, 3%, 13%, x, x, x
O=C(Nc1ccc2[nH]ncc2c1)c1ccccc1
  56, -15%, 6%, -2%, -4%, -5%

Continuation.
compound | HCMV antiviral | AmpC detergent | Sm TGR block | AMA1-RON2 inh | HCV inh | Giardia FBPA inh
CC(=O)Nc1ccc(-n2c(C)ccc2-c2ccccc2)cc1 | -24 | 4% | u | 1% | -25% | 2%
CC(NC(=O)CCSc1nc(-c2ccco2)cc(C(F)(F)F)n1)c1ccccc1 (configuration not stated) | u | u | 0% | -2% | u | x
CCOC(=O)Cc1csc(NC(=O)c2c(O)c3c(n(CC(C)C)c2=O)CCCC3)n1 | 6 | 7% | 3% | 34%[activator] | u | -1%
Cc1ccc2nc(CSc3nnc(Nc4ccccc4C)s3)cc(=O)n2c1 | -35 | -5% | -1% | -3%[11.6 µM] | -27% | -18%
CNC(=S)NNC(=O)c1cccc(N(C)C)c1 | -21 | -7% | -9% | 19% | 0% | -18%
COC(=O)CCn1cnc2onc(-c3cc(F)cc(F)c3)c2c1=O | 0 | 3% | -11% | x | x | x
O=C(/C=C/c1ccccc1)C1C(=O)c2ccccc2C1=O | -9 | -14% | -10% | 54%[activator] | u | -9%
Cc1cc(C(=O)C[N+]23CCN(CC2)CC3)c(C)n1-c1ccc(Br)cc1 | -27 | 6% | 7% | -4% | 6% | 1%
O=c1[nH]c(/C(Cl)=C/c2cccc(C(F)(F)F)c2)nc2cc(Cl)ccc12 | -35 | 0% | -7% | -4% | 5% | 3%
CCC1(C)Cc2ccccc2-c2c1c(=O)n(Cc1ccccc1)c1nnnn21 (configuration not stated) | -35 | u | -4% | -1% | 0% | 0%
Cc1ccc(CN2CCN(CC(=O)N/N=C/c3c[nH]c4ccccc34)CC2)cc1 | -20 | -1% | -6% | 3%[2.32 µM] | -9% | 6%
COC(=O)c1cn(NC(=O)COc2ccc(Cl)cc2)c(=O)c2ccccc12 | -2 | 9% | 24% | -13% | -6% | -8%
O=Cc1ccccc1Oc1nc(N2CCOCC2)nc(N2CCOCC2)n1 | 150 | u | 1% | 10% | 17% | -1%
Nc1nc(CSC(=S)N2CCN(c3ccccc3)CC2)nc(Nc2ccccc2)n1 | u | 6% | -1% | -29% | u | 9%
CCSc1ccccc1C(=O)Nc1ccc(-c2nc3ccccc3s2)c(O)c1 | u | 9% | u | x | x | x
Cc1ccc(F)c(CNC(=O)C2CCC(=O)N(Cc3ccccn3)C2)c1F (configuration not stated) | u | 9% | -1% | -8% | 15% | 7%
COc1cccc(CSc2nnc(-c3ccncc3)n2C)c1 | 13 | -19% | 15% | -8% | 22% | -3%
CCCCn1nc(C)c(C(=O)O)c1Cl | 25 | 1% | 2% | -3% | 13% | -1%
COc1ccc2nc(NC(=O)c3nc(S(=O)(=O)Cc4cccc(C)c4)ncc3Cl)sc2c1 | -100* | 7% | u | x | x | x

Random draw from the library. About 9.3% of those tested had a hit in this group.
